Screening results (PubChem)
Avidin bead fluor: avidin bead compound fluorescence profile; fluorescence (KMESF) at 10 µM; actives 0.38% (n = 220,000); Avidin beads, compound fluorescence 488/530 nm, flow cytometry; stronger effect = higher value; AID 1775; in the data active = fluorescence above about 47; note: inactives centre near 10
Bim-Mcl-1: human Bim-Mcl-1 interaction inhibition. AID 1009. actives 0.1% (n = 190,000). inhibition, % at 10 µM. Q07820. Bead-based flow cytometry, Bim peptide-Mcl-1 binding; in the data active = inhibition above about 40%;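 note: 0% = no compound tracer wells and 100% = peptide blocker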
Target sequence (Q07820 whole entry, looked up): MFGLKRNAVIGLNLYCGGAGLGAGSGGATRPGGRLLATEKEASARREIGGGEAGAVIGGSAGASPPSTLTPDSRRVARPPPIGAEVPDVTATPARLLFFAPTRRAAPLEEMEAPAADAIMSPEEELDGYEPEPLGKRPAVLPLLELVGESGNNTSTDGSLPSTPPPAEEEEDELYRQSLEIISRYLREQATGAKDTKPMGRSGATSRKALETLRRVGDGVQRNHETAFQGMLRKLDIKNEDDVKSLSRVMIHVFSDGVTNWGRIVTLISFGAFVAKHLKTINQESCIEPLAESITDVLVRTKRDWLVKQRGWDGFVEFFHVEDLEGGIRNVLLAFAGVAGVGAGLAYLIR
Pf gamet viab: inhibitors of late stage P. falciparum gametocyte viability; actives 0.065% (n = 150,000); P. falciparum stage V gametocytes, ATP luminescence, 24 h; inhibition, % at 10.9 µM; AID 743093;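 active = inhibition above the mean plus 3 SD of compounds within the control limits, set per campaign, cut at about 38% in these data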;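 note: 0% = DMSO wells and 100% = medium only without gametocytes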
Mcl1-Bid inh: Mcl-1/Bid interaction inhibition. Q07820. TR-FRET Mcl-1/Bid-Dy647 peptide binding, 1536-well. inhibition, % at 21.7 µM. actives 0.97% (n = 220,000). AID 1021;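 active = compounds that cut the binding signal by more than half at the single screening dose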;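 note: His-tagged Mcl-1 with europium anti-His antibody binding Bid BH3 peptide; 0% = Mcl-1 plus peptide wells and 100% = peptide-only wells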
HRas wt GTP bind: human HRas wildtype GTP binding, change in either direction; P01112; GST-Ras wt beads, Bodipy-FL-GTP binding, flow cytometry; actives lie on both sides; GTP binding activity, % at 10 µM; actives 0.14% (n = 190,000);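 active = GTP binding activity at least 20% away from the 100% baseline, either lowered as inhibitor or raised as activator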;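 note: 0% = unlabeled GTP competition control and 100% = no-compound control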
Target sequence (P01112 whole entry, looked up): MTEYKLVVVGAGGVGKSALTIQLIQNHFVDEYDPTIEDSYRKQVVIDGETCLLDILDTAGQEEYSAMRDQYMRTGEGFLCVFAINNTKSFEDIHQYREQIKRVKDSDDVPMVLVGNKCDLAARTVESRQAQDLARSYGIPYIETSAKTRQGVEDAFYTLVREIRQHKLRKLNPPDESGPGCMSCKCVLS
Rab2A wt mod: changes GTP binding to wildtype dog Rab2A, up or down; GST-Rab2 wt beads, Bodipy-GTP binding, flow cytometry; GTP binding activity, % at 10 µM; actives 0.19% (n = 190,000); AID 760;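 active = GTP binding activity at least 20 points away from 100%, either lowered or raised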;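 note: 0% = beads with excess unlabeled GTP and 100% = no-compound control corrected for plate trend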
Rab7 wt modul: modulators of GTP binding to dog Rab7 wildtype GTPase; GST-Rab7 beads, fluorescent GTP binding, flow cytometry; actives lie on both sides; untreated = 100%, excess cold GTP = 0%; GTP binding activity (percent of control), % at 10 µM; actives 0.055% (n = 190,000); AID 758;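 active = fluorescent GTP binding to Rab7 beads changed by at least 20 points from the 100% baseline, either direction, mostly lower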;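 note: median green fluorescence of bound Bodipy-FL-GTP per Rab7 bead population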
Cdc42 wt GTP: modulators (inhibitors or activators) of GTP binding to human Cdc42 wildtype; P60953; GST-Cdc42 beads, Bodipy-GTP binding, flow cytometry; actives lie on both sides; percent activity (GTP binding), % at 10 µM; actives 0.2% (n = 190,000);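 active = percent activity GTP binding at least 20 points away from the 100% baseline, either down as inhibitor or up as activator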;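 note: median bead fluorescence of bound Bodipy-FL-GTP at 100 nM; 0% = excess unlabeled GTP control and 100% = no compound control; below 100% means less GTP binding so inhibitor and above means activator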
Target sequence (P60953 whole entry, looked up): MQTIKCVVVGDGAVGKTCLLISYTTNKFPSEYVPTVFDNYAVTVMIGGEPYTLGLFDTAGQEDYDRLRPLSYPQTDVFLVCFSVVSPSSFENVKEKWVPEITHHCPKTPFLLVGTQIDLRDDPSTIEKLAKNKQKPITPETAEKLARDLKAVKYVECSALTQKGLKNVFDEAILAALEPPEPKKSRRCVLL
Rac1 mut GTP: modulators of GTP binding to human Rac1 activated mutant. P63000. GST-Rac1 activated beads, fluorescent GTP binding, flow cytometry; actives lie on both sides; 100% means binding = to untreated wells. percent activity (GTP binding), % at 10 µM. actives 0.11% (n = 190,000). AID 764;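 active = GTP binding at least 20 percentage points away from the 100% baseline, in either direction, so actives lie on both sides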
Rac1 wt modul: modulators of human Rac1 wildtype GTP binding; GST-Rac1 beads, fluorescent GTP binding, flow cytometry; actives lie on both sides; 0 = cold GTP competed, 100 = untreated; GTP binding activity (% of control), % at 10 µM; actives 0.27% (n = 190,000); AID 757;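 active = GTP binding activity at least 20 points away from the 100% control level, either lower or higher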
Mcl1 Noxa PPI: disrupts binding of human Mcl-1 to Noxa peptide | TR-FRET Mcl-1/Noxa peptide binding, 2 h | Q07820 | actives 1.5% (n = 220,000) | inhibition, % at 21.7 µM;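 active = compounds that cut the protein-peptide binding signal by more than 50% relative to plate controls in a single-dose test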;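 note: His-tagged Mcl-1 with rhodamine Noxa BH3 peptide and terbium anti-His antibody; 0% = Mcl-1 plus Noxa peptide wells and 100% = peptide-only wells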
* = called active by the depositor; · = no result given. Random draw from the library. Share with any hit: about 2.7%.

SMILES	Avidin bead fluor	Bim-Mcl-1	Pf gamet viab	Mcl1-Bid inh	HRas wt GTP bind	Rab2A wt mod	Rab7 wt modul	Cdc42 wt GTP	Rac1 mut GTP	Rac1 wt modul	Mcl1 Noxa PPI
CCO[C@@H]1OC(C(=O)NCc2nc3ccccc3[nH]2)=C[C@H](c2cn(C(C)=O)c3ccccc23)[C@H]1CCCO	5	-3	-20	-5	95	95	101	95	92	95	-22
CC(=O)C1=C(C)NC(SCC(=O)c2ccc(Cl)cc2Cl)=C(C#N)C1c1ccco1 (centres undefined)	36	-7	·	-22	99	96	95	104	97	108	23
COCCn1c(SCC(=O)N2CCc3ccccc3C2)nc2ccccc2c1=O	4	-3	-17	-6	100	99	103	98	98	105	5
CS(=O)(=O)c1ccc(Cl)c(NC(=O)Cc2c(F)cccc2Cl)c1	9	-1	9	-9	96	95	102	94	93	93	5
S=c1nc(-c2cccc(Br)c2)[nH][nH]1	3	-4	·	-56	99	101	100	103	99	103	16
CC1CCN(C(=O)CSc2ccc(-c3ccc(F)cc3)nn2)CC1	7	0	33	-28	94	94	93	96	93	96	1
Cc1cccc(-n2c(CCn3nc(C)c([N+](=O)[O-])c3C)n[nH]c2=S)c1	6	-7	·	-10	100	102	101	101	99	100	6
CC(=O)C1=C(O)C(=O)N(c2nccs2)C1c1ccc(F)cc1 (centres undefined)	3	2	·	12	97	98	99	100	97	102	13
CCOC(=O)C1=C(C)NC(C)=C(C(=O)OCC)C1c1ccc(OC)cc1	33	-1	19	-48	102	101	103	103	102	103	2
O=C(CSc1nc2[nH]ncc2c(=O)[nH]1)N1CCCCC1	5	-2	7	4	95	97	95	100	97	100	17
COc1cccc(-c2nc(=S)c3c(n2Cc2ccco2)CCCC3)c1	11	-7	·	-11	94	95	93	91	93	89	·
c1ccc2c(c1)Nc1nccnc1S2	6	-5	10	-95	106	104	102	106	104	109	42
CC(C(=O)NCC1(c2ccccc2)CCCC1)N1CCOCC1 (centres undefined)	12	0	3	-29	103	103	101	105	104	109	-16
CCCn1c(C(O)c2cc(OC)ccc2OC)nc2ccccc21 (centres undefined)	15	80*	·	4	102	100	102	99	98	105	-13
O=C(NCN1C(=O)C2C3C=CC(C3)C2C1=O)Nc1cccnc1 (centres undefined)	2	-3	·	-12	97	98	99	94	96	95	7
CCOc1cc(/C=N/NC(N)=O)cc(Br)c1OCC(=O)Nc1cccc2ccccc12	7	0	6	35	100	100	102	101	99	101	-17
CN(c1cccc(NC(=O)Nc2cccc(Cl)c2)c1)S(C)(=O)=O	11	-2	-27	-26	102	101	101	103	99	109	15
Cc1noc(C)c1C1(O)CCCCCCCCCCC1	4	7	-7	-10	100	101	100	97	98	98	-11
Cn1/c(=N/N=C/c2ccc([N+](=O)[O-])cc2)sc2ccccc21	6	0	·	-6	101	100	98	100	100	101	-1
O=C(NCCN1CCOCC1)NC1(C(F)(F)F)Oc2ccc(Cl)cc2O1 (centres undefined)	5	-3	-14	-6	102	102	99	101	102	102	9
CCN(C(=O)c1c(N)cnn1C)c1ccccc1	10	-1	-6	-36	100	97	100	97	99	105	23
O=C(Nc1ccc(-c2noc(CCc3ccccc3)n2)cc1)c1cccnc1	10	1	5	-20	97	98	102	98	96	99	-5
O=C(CCCCn1c(=O)c2ccccc2n(Cc2ccc(F)cc2)c1=O)NCc1ccco1	7	-1	·	26	97	95	99	95	94	94	-59
COc1cc(OC)cc(C(=O)N[C@H](C(=O)OCC(=O)NC(=O)c2cccn2C)C(C)C)c1	10	0	1	92*	97	94	100	97	96	99	16
Cc1ccc(/C=C/C(=O)O)cc1S(=O)(=O)NCCO	14	-2	7	4	99	96	99	97	93	95	7
CCOc1ccccc1N1C(=O)CC(Nc2ccc(N3CCOCC3)cc2)C1=O (centres undefined)	1	0	-2	-38	94	95	93	94	94	96	20
O=C(COc1ccc(Cl)cc1[N+](=O)[O-])NC1CCCCC1	9	0	-17	-28	96	98	99	94	96	99	10
O=C(CSc1ncccn1)NCc1cccs1	43	-6	19	-28	93	93	95	94	95	97	7
COCCNc1ncnc2c1cnn2Cc1ccc(Cl)cc1	13	0	·	7	96	97	95	96	97	98	4
OCc1ccnc(Cl)c1	4	-5	3	-6	100	98	101	102	101	107	11

For convenience, part of the list above:
SMILES	Avidin bead fluor	Bim-Mcl-1	Pf gamet viab	Mcl1-Bid inh	HRas wt GTP bind	Rab2A wt mod	Rab7 wt modul	Cdc42 wt GTP	Rac1 mut GTP	Rac1 wt modul	Mcl1 Noxa PPI
CCN(C(=O)c1c(N)cnn1C)c1ccccc1	10	-1	-6	-36	100	97	100	97	99	105	23
O=C(Nc1ccc(-c2noc(CCc3ccccc3)n2)cc1)c1cccnc1	10	1	5	-20	97	98	102	98	96	99	-5
O=C(CCCCn1c(=O)c2ccccc2n(Cc2ccc(F)cc2)c1=O)NCc1ccco1	7	-1	·	26	97	95	99	95	94	94	-59
COc1cc(OC)cc(C(=O)N[C@H](C(=O)OCC(=O)NC(=O)c2cccn2C)C(C)C)c1	10	0	1	92*	97	94	100	97	96	99	16
Cc1ccc(/C=C/C(=O)O)cc1S(=O)(=O)NCCO	14	-2	7	4	99	96	99	97	93	95	7

5 entries out of the list above, ordered by their value in Mcl1-Bid inh, lowest first.
SMILES	Mcl1-Bid inh
CCN(C(=O)c1c(N)cnn1C)c1ccccc1	-36
O=C(CSc1ncccn1)NCc1cccs1	-28
O=C(Nc1ccc(-c2noc(CCc3ccccc3)n2)cc1)c1cccnc1	-20
OCc1ccnc(Cl)c1	-6
COCCNc1ncnc2c1cnn2Cc1ccc(Cl)cc1	7

Next section
SMILES	Avidin bead fluor	Bim-Mcl-1	Pf gamet viab	Mcl1-Bid inh	HRas wt GTP bind	Rab2A wt mod	Rab7 wt modul	Cdc42 wt GTP	Rac1 mut GTP	Rac1 wt modul	Mcl1 Noxa PPI
Clc1ccc(OCCn2c(-c3ccco3)nc3ccccc32)cc1	7	-3	-24	18	101	100	100	103	101	104	11
O=C(CCSc1ccccc1)NC1CCCCCC1	9	0	1	-8	95	93	94	96	93	97	-3
Cc1cc(C(F)(F)F)nn1CC(=O)NNC(=S)Nc1cccc(Cl)c1	34	-2	·	-66	100	99	100	101	99	104	-87
CCC(c1c(C)n(C)n(-c2ccccc2)c1=O)c1c(C)n(C)n(-c2ccccc2)c1=O	16	-4	-4	-32	104	101	101	106	104	107	8
O=C(c1cc2nc(-c3ccco3)cc(C(F)(F)F)n2n1)N1CCCCCC1	12	-3	·	-29	100	99	95	98	96	102	-6
CC(C)(C)CC(=O)NC(=S)N1CCCCCC1	6	-1	-4	-23	106	105	102	107	102	105	3
CC(C)(O)C#Cc1ccc(C(=O)NCc2cccs2)s1	16	0	·	-5	88	91	91	87	91	92	-10
COc1ccc(NC(=O)CSc2nnc(C)n2Cc2ccccc2)cc1	11	-5	·	-5	101	100	102	100	101	107	-24
Nc1cc2c(cc1[N+](=O)[O-])OCCOCCOCCO2	11	3	-10	-31	100	100	104	97	95	101	10
Cc1cc2oc(=O)cc(Cn3nnc(-c4ccc(Cl)cc4)n3)c2cc1C(C)C	6	-3	·	-39	98	97	98	102	98	101	-15
O=C(Nc1nccs1)c1cccc(N2C(=O)c3cccc4c([N+](=O)[O-])ccc(c34)C2=O)c1	4	0	·	101*	99	98	101	98	97	102	93*
COc1ccc(C(=O)CN2C(=O)NC3(CCCCC3)C2=O)cc1OC	9	0	·	-18	97	95	100	96	95	96	14
O=C1Nc2ccccc2S/C1=C/Nc1cccc(Cl)c1	16	-4	-34	-42	102	104	107	99	96	100	14
O=C1C2=C(Nc3ccccc3SC2c2ccco2)c2ccccc21 (centres undefined)	13	-1	·	-11	97	93	98	93	92	92	50
CC(C)(C)NC(=O)C(=O)NNC(=O)COc1ccc(Br)cc1	2	-2	13	-39	97	98	102	98	99	102	-18
CC1N(C)c2cc(NC(=O)c3ccco3)ccc2C1(C)C (centres undefined)	9	0	·	-13	101	101	102	100	99	101	5
O=C(C1CCN(c2nnc(-n3cccc3)s2)CC1)N1CCOCC1	23	-4	·	-14	99	100	99	103	101	103	7
C=CCNC(=O)c1c(-c2c(F)cccc2Cl)noc1C	10	0	·	4	101	101	102	101	98	103	-2
COc1ccc(CNC(=O)C(=O)NCC(c2ccco2)N2CCOCC2)cc1 (centres undefined)	12	-1	-12	-13	103	103	103	103	103	108	9
CCN(CC)C(=O)COc1ccc2oc(C)c(C(=O)OC)c2c1	15	-2	·	-8	98	99	100	95	97	100	-10
O=C(NC1CCCCCC1)c1ccc(CN2CCOCC2)cc1	12	0	·	-23	102	101	103	102	99	101	7
CCOc1ccccc1OCCOCCN1CCN(Cc2ccccc2)CC1	10	4	·	31	101	102	105	98	96	103	17
COc1ccc2cc(CN(CCO)C(=O)c3ccc(Br)cc3)c(=O)[nH]c2c1	12	-4	·	14	89	89	88	88	90	85	·
CCCCCCC1CCC(C(=O)Nn2c(C)nc3ccccc3c2=O)CC1 (centres undefined)	14	-2	·	2	99	97	93	99	97	96	3
Cc1[nH]n(-c2ccc(Cl)c(Cl)c2)c(=O)c1CCO	5	0	-23	-73	97	95	99	95	96	98	11
CCOC(=O)N/N=C(\C)c1ccc(C)c([N+](=O)[O-])c1	15	-3	·	-17	101	102	100	104	103	104	-4
O=C(O)COc1ccc2c3c(c(=O)oc2c1)CCC3	16	-4	·	-5	101	103	100	101	97	101	13
Cn1cccc1C(C(=O)NC1CCCCC1)N(C(=O)Cc1cccs1)c1ccc2c(c1)OCO2 (centres undefined)	6	2	·	-23	102	100	100	97	95	102	1
CCNc1nc(SCCOc2ccc(Cl)cc2Cl)nc(N(C)C)n1	8	-1	18	3	96	97	105	95	95	98	0
